# Assay outcomes: PubChem, The Scripps Research Institute Molecular Screening Center
# CHRM4 PAM: human M4 muscarinic receptor positive allosteric modulators, primary screen, CHO-K1 cells, Fluo-8 calcium fluorescence; Muscarinic acetylcholine receptor M4 (Homo sapiens), P08173; CHO-K1 hM4/Gqi5, ACh EC20; 0% = ACh EC20, 100% = maximal ACh; activation, % at 3 µM; hit rate 0.4% among 360,000; AID 624126, 2012;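 active = activation above its plate's cutoff, the mean activation of sample wells plus 3 SD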; also: some results filed as inactive read as strong as hits
# Target sequence (P08173 whole entry, looked up): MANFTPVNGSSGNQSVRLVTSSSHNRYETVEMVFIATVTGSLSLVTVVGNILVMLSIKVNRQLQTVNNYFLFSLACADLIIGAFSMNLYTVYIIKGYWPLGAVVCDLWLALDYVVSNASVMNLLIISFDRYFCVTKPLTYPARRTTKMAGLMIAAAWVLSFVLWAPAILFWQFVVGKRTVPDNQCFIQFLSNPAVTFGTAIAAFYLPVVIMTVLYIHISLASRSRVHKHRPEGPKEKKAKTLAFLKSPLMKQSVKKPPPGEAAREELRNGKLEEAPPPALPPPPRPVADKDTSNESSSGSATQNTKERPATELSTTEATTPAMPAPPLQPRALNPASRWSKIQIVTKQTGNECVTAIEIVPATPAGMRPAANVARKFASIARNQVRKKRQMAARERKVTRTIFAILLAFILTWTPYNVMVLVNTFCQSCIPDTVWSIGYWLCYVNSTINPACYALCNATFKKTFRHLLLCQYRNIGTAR
# M4 ag: human M4 muscarinic receptor agonists, primary screen, CHO-K1 cells, Fluo-8 calcium fluorescence; activation, % at 3 µM; hit rate 0.14% among 360,000; CHO-K1 hM4/Gqi5; vehicle 0%, full acetylcholine response 100%; Muscarinic acetylcholine receptor M4 (Homo sapiens), P08173;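 active = activation above the run mean over all test wells plus 3 SD, cut at about 32% in these data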;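 also: peak over basal fluorescence ratio per well then scaled between controls; 0% = DMSO wells and 100% = acetylcholine at EC100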
# M5 PAM: human M5 muscarinic receptor positive allosteric modulators, primary screen, CHO-K1 cells, Fluo-8 calcium fluorescence | AID 624038, 2012 | activation, % at 3 µM | CHO-K1 hM5, ACh EC20 PAM; 0% = ACh EC20, 100% = ACh EC100 | hit rate 0.3% among 360,000 | Muscarinic acetylcholine receptor M5 (Homo sapiens), P08912;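 active = activation above the run cutoff, the mean activation of all test compounds plus 3 SD, cut at about 18% in these data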
# Target sequence (P08912 whole entry, looked up): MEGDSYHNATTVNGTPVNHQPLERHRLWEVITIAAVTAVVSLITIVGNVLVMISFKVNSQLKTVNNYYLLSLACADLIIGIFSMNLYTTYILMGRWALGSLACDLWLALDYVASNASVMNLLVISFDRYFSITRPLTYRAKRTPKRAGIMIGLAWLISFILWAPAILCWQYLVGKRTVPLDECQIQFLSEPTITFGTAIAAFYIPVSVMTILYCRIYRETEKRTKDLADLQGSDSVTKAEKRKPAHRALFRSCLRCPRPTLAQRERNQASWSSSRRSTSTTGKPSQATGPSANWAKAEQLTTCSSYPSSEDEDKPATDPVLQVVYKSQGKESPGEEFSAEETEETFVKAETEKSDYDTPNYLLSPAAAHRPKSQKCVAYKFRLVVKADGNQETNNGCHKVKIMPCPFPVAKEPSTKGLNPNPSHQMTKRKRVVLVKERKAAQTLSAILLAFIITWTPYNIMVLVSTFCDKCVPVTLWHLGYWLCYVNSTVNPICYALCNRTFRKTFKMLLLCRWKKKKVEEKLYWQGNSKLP
#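 Measured by: Fluo-8 calcium fluorescence; material: human M5 receptor in CHO-K1 cells; schedule: Post-acetylcholine fluorescence recording 140 s; benchmarks: low control EC20 acetylcholine (0%), high control EC100 acetylcholine (100%); read-out: Max/basal fluorescence ratio as % of EC20–EC100 ACh window; compound: single dose, 3 µM nominal final test concentration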
# CHO-K1 Ca antag: counter-screen for M1 antagonists: effect in parental CHO-K1 cells; ATP-induced calcium, Fluo-8 fluorescence; inhibition, % at 3 µM; hit rate 0.6% among 360,000; AID 602250;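 active = inhibition above a per-plate cutoff, the plate's mean sample inhibition plus 3 SD, cut at about 24% in these data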;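 also: 0% = DMSO plus EC80 ATP and 100% = DMSO alone without ATP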
# M4 antag: human M4 muscarinic receptor antagonists, primary screen, CHO cells, Fluo-8 calcium fluorescence. CHO-hM4 cells, ACh EC80. inhibition, % at 3 µM. hit rate 0.73% among 360,000;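 active = inhibition above its plate's cutoff, the mean inhibition of sample wells plus 3 SD, cut at about 27% in these data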;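 also: 0% = acetylcholine EC80 with DMSO and 100% = DMSO without agonist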
# CHO-K1 Ca PAM: nonselective calcium activators in parental CHO-K1 cells, primary screen, counter-screen for M1 PAM project, cell-based, Fluo-8 calcium fluorescence, full deck, 1536-well; ATP EC20; 0% at ATP EC20, 100% at ATP max; activation, % at 3 µM; hit rate 0.02% among 360,000; AID 602247, 2012;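 active = activation above the run cutoff, the mean activation of all test compounds plus 3 SD, cut at about 40% in these data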;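 also: peak over basal fluorescence ratio in a 140 s read after ATP addition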
# CHO-K1 Ca ag: counter-screen for M1 agonists: effect in parental CHO-K1 cells; Fluo-8 calcium fluorescence; scaled to maximal ATP response, vehicle zero; activation, % at 3 µM; hit rate 0.48% among 360,000; AID 602248, 2012; in the data active = activation above about 15%;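 also: untransfected CHO-K1 host cells lacking M1 receptor as counterscreen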
# M5 ag: human M5 muscarinic receptor agonists, primary screen, CHO-K1 cells, Fluo-8 calcium fluorescence; CHO-K1 hM5 cells; 0% DMSO wells, 100% maximal acetylcholine response; activation, % at 3 µM; hit rate 0.19% among 360,000; AID 624037, 2012;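 active = activation above the run's mean over test compounds plus 3 SD, cut at about 23% in these data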;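 also: signal is peak over basal fluorescence ratio across the kinetic read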
# M5 antag: human M5 muscarinic receptor antagonists, primary screen, CHO cells, Fluo-8 calcium fluorescence | hit rate 0.59% among 360,000 | inhibition, % at 3 µM | Muscarinic acetylcholine receptor M5 (Homo sapiens), P08912 | CHO-hM5 cells, ACh EC80 | AID 624040, 2012;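 active = inhibition above a per-plate cutoff, the mean of that plate's test compounds plus 3 SD, cut at about 27% in these data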;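 also: 0% = acetylcholine EC80 with DMSO and 100% = DMSO without agonist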
# Active calls of the source: *.
SMILES,CHRM4 PAM,M4 ag,M5 PAM,CHO-K1 Ca antag,M4 antag,CHO-K1 Ca PAM,CHO-K1 Ca ag,M5 ag,M5 antag
S=C(NCCCN1CCOCC1)Nc1ccc(-c2nc3ccccc3[nH]2)cc1,1.1,2.3,-0.8,-5.7,-25.0,13.9,2.0,-2.0,2.6
C=Cn1ccnc1P(=S)(c1ccc2c(c1)c1ccccc1n2CC)c1nccn1C=C,3.1,1.7,-2.0,-6.7,13.7,2.3,0.5,0.7,5.5
C/C(=N\NC(=O)CCn1nnc2ccccc21)c1ccco1,-2.2,0.6,10.0,-1.9,-5.8,-8.6,0.1,-1.2,-15.5
COc1cc(/C=C2/OC(=O)c3cc([N+](=O)[O-])ccc32)cc(OC)c1OC,10.5,0.8,-3.9,-13.9,-3.5,22.4,0.6,-6.0,1.0
CCCC(=O)Nc1ccc(C(=O)Nc2ccc([N+](=O)[O-])cc2OC)cc1,4.2,3.2,0.3,-2.7,-6.8,0.6,2.6,4.1,-0.1
CCCCCN(C(=O)NC(=O)Nc1ccc(C)cc1)S(=O)(=O)c1ccccc1,-2.2,0.7,-1.1,3.0,-0.8,-4.3,0.5,-3.9,0.2
CC(C)(C)c1ccc(-c2c(C#N)c(N)nc3c2CCCC3)s1,6.3,-0.7,-4.1,-0.1,6.5,3.4,-0.1,1.5,1.3
CN1CCCCc2c1[nH]c1ccccc1c2=O,19.7,0.5,0.8,-7.0,5.3,3.6,0.4,-10.9,6.1
Cn1c(=O)c2[nH]c(Cc3cccc4ccccc34)nc2n(C)c1=O,-0.9,-0.1,-0.1,-12.7,1.8,13.2,0.6,6.5,9.8
CC(CCc1ccccc1)NC(=O)C1CC1 (stereo unspecified),-4.8,0.2,-2.2,-8.7,-2.0,17.3,1.0,-1.9,5.7
CCCn1c(=O)c(C(=O)NCc2ccccn2)c(O)c2ccccc21,3.5,1.1,-1.5,-17.8,-1.9,12.1,0.0,-3.0,-7.8
CC(C)=CCN1CCN(Cc2ccc(C#CC(C)(C)O)cc2)CC1CCO (stereo unspecified),-5.7,1.5,-4.9,-9.7,-4.5,16.8,0.5,-9.7,0.9
CN(C(=O)c1cc(S(=O)(=O)N2CCCCC2)c[nH]1)C1CCCCC1,-5.2,1.8,-1.8,0.4,8.5,13.1,0.8,4.2,7.5
Cc1ccc(CN2CC(N3CCCCC3)CS2(=O)=O)cc1 (stereo unspecified),-0.7,-0.1,2.9,8.9,-3.2,8.3,0.9,2.3,-0.7
CC(C)(C)c1ccc(CC(=O)N2CCC2(C)C(=O)NS(=O)(=O)c2ccc3c(c2)CCO3)cc1 (stereo unspecified),2.8,0.5,0.2,-1.1,-11.1,0.2,-0.2,0.0,2.9
O=C(/C=C/c1ccccc1)Nc1cccc(C(=O)NCCCCc2ccccc2)c1,-9.7,18.5,-12.3,9.6,13.0,-0.9,6.9,3.3,14.9
O=C(N/N=C1\CCCc2ccccc21)C(O)c1ccccc1 (stereo unspecified),-0.6,0.8,-2.3,-2.4,2.0,2.4,0.2,0.7,3.8
COc1ccc(N2CCN(C(=O)NC(=O)c3ccc(Cl)cc3)CC2)cc1,7.9,0.2,1.5,-13.8,2.9,21.3,0.6,-3.8,10.6
Cc1cc(OCC(=O)OCC(=O)Nc2cc(C(F)(F)F)ccc2N2CCOCC2)ccc1Cl,4.6,0.7,6.6,-5.3,-3.4,17.6,-0.3,-0.3,-13.8
CS(=O)(=O)N1CCCC(C(=O)Nc2ccccc2C(F)(F)F)C1 (stereo unspecified),-0.7,0.1,0.4,-7.4,0.5,14.0,1.1,0.9,7.9
CC(C)c1ccc(NC(=O)COC(=O)COc2ccccc2)cc1,2.5,-0.6,1.4,1.1,-4.5,18.4,1.0,-5.0,8.5
O=C(OCC(=O)N1CCCCC1)c1cc(S(=O)(=O)N2CCOCC2)c(Cl)cc1Cl,-0.8,5.3,6.8,-17.3,-2.6,10.6,1.5,0.2,7.6
C[C@@H]1CN([C@H](C)CO)C(=O)c2cccc(NS(=O)(=O)c3ccccc3)c2O[C@H]1CN(C)C,-4.0,0.5,-1.8,-4.2,-14.8,2.9,-0.1,1.2,2.8
COCc1c(N)c(C)nc(Cl)c1C#N,6.4,1.3,-7.1,1.1,4.5,21.6,16.9*,-2.6,-0.5
Cc1occc1C(=O)N/N=C/C=C/c1ccccc1,4.1,2.5,0.8,-4.9,-0.1,7.5,1.4,1.7,-1.9
COc1ccc(CNc2ccc(-c3ccc(OC)cc3)nn2)cc1,-3.4,-1.0,-3.9,-16.8,6.7,24.2,0.3,-3.1,9.8
CC(=O)Nc1cc(C(=O)O)ccc1S(=O)(=O)c1ccc(Cl)cc1,7.0,0.5,2.0,-24.9,-13.0,11.5,0.3,1.4,0.5
OCCNc1nc(SCc2ccccc2)nc2sc3c(c12)CCC3,6.1,0.9,-1.3,-12.5,-17.5,11.5,1.0,-1.6,0.1
CC(C)OC(=O)CSc1nc2c(cc1C#N)CCCCC2,3.8,0.1,2.1,4.2,-6.8,-14.8,0.7,2.5,3.3
Cc1cccc(NC(=O)CC(C)S(=O)(=O)c2ccc3c(c2)NC(=O)CO3)c1C (stereo unspecified),-7.0,6.4,-5.2,-2.5,6.8,6.7,3.1,-2.7,10.7
CN1C(=O)C(C)(C)c2cc(S(=O)(=O)N3CCN(c4ccc(F)cc4)CC3)ccc21,-6.2,2.2,-5.4,-3.5,8.6,-4.2,1.2,-1.2,9.7
CCOc1ccc(CCNC(=O)c2cc([N+](=O)[O-])ccc2N2CCOCC2)cc1OCC,-2.3,4.5,0.6,-22.6,-16.4,12.7,2.7,-1.0,-11.3
O=S(=O)(c1ccc(Br)s1)N1CCNCC1,-8.3,0.1,7.9,-15.6,-4.3,11.7,0.7,-15.6,0.8
CC(Sc1nnc(Nc2ccccc2F)s1)C(=O)NC1CC1 (stereo unspecified),1.5,1.1,10.5,-3.0,-9.4,-4.4,-0.2,1.1,6.5
Cc1ccc(OCC(=O)NC(=S)Nc2cccc(C)n2)cc1,8.8,-0.6,6.0,-10.2,-9.2,23.2,1.1,-1.9,-3.8
COC(=O)c1cccc(Cn2nnc3ccccc3c2=O)c1,0.6,0.6,-2.5,-8.6,14.1,0.1,0.4,-7.1,-17.9
Nc1c(C(=O)NC2CC2)sc2nc3c(c(-c4ccco4)c12)CC/C3=C/c1ccco1,-0.1,-0.2,4.6,-8.9,-0.6,16.5,0.0,0.4,-6.0
CCc1nc2ccc(C(=O)N3CCN(c4cccc(C)c4C)CC3)cc2nc1CC,-0.8,-1.7,-9.1,-18.0,-4.2,32.1,-1.1,-10.1,-5.9
CCS(=O)(=O)N1CCCC(C(=O)NCCCOC)C1 (stereo unspecified),1.5,0.2,-5.5,-11.8,-4.1,12.8,0.4,-3.0,10.2
Cc1ccc(S(=O)(=O)N2CCN(C(=O)C3CCCO3)CC2)cc1 (stereo unspecified),0.7,1.0,4.8,-7.3,-3.0,16.8,0.5,0.0,-13.2
CCN(C(=O)CSc1cc(-c2ccccc2)c2ccc(OC)cc2n1)C1CCS(=O)(=O)C1 (stereo unspecified),-6.9,2.6,-6.4,-3.7,-1.2,20.2,1.2,-1.2,3.2
Cc1cc(C(=O)N/N=C/c2ccc(-c3ccc([N+](=O)[O-])cc3Cl)o2)n[nH]1,2.1,9.7,-3.2,-8.5,-7.1,11.0,4.1,-0.7,-5.5
Cc1cc(N/N=C/c2ccc(N(C)C)cc2)c2ccccc2n1,1.4,0.5,-6.3,-6.9,-1.2,7.5,2.7,-2.8,8.9
O=C(CCCc1ccccc1)Nc1nccs1,-11.1,6.8,-8.9,-6.0,-3.6,20.7,3.2,4.5,10.3
COc1ccc(C(=O)O)cc1S(=O)(=O)Nc1ccc(N2CCCCC2)cc1,5.1,0.5,1.3,-15.5,-2.0,26.7,2.7,3.2,8.3

# The list goes on, overlapping the part above by three compounds.
SMILES,CHRM4 PAM,M4 ag,M5 PAM,CHO-K1 Ca antag,M4 antag,CHO-K1 Ca PAM,CHO-K1 Ca ag,M5 ag,M5 antag
Cc1cc(N/N=C/c2ccc(N(C)C)cc2)c2ccccc2n1,1.4,0.5,-6.3,-6.9,-1.2,7.5,2.7,-2.8,8.9
O=C(CCCc1ccccc1)Nc1nccs1,-11.1,6.8,-8.9,-6.0,-3.6,20.7,3.2,4.5,10.3
COc1ccc(C(=O)O)cc1S(=O)(=O)Nc1ccc(N2CCCCC2)cc1,5.1,0.5,1.3,-15.5,-2.0,26.7,2.7,3.2,8.3
Cc1ccccc1NC(=S)N1CCN(C(=O)c2ccco2)CC1,4.5,1.9,7.4,10.2,1.5,-8.4,0.2,-5.1,-7.0
CCc1cc(C(=O)NNC(=S)Nc2cccc(C)c2)cs1,3.5,-1.8,1.5,-12.3,-4.2,22.5,0.2,-4.5,-7.1
CCOC(=O)c1c(C)[nH]c(C)c1C(=O)COC(=O)c1cccnc1OCC,4.7,8.7,-3.6,-19.2,-19.4,-4.2,4.1,2.7,-1.6
Cc1cc(NC(=O)C2CCCO2)ccc1Br (stereo unspecified),-1.4,0.9,1.0,-3.0,0.8,-12.7,0.1,-1.0,2.9
CCn1c(Cc2ccccc2)nnc1SCC(=O)NC(C)(C)C,19.9,1.1,-0.7,1.1,-8.4,2.1,0.3,-4.2,7.2
Cc1cccc(NC(=O)C2(C)CC3c4ccccc4C2c2ccccc23)c1 (stereo unspecified),-1.1,-1.1,0.7,-10.5,-3.0,24.0,0.2,-2.3,-0.4
CN1C(=O)/C(=C/c2ccc3c(c2)OCO3)N=C1c1ccccc1,19.8,1.9,7.6,-3.8,13.4,6.2,0.0,-3.1,9.5
CCCc1ccccc1OCCNS(=O)(=O)c1cc2c(cc1C)OCC(=O)N2,-7.3,14.3,-2.7,-0.3,-2.5,23.3,8.0,-0.8,15.7
CCC(C)(C)C1CCC(NC(=O)c2ccc(S(=O)(=O)N3CCOCC3)cc2)CC1 (stereo unspecified),-5.9,0.8,0.1,-24.9,-2.2,13.8,0.3,0.6,0.2
O=c1[nH]c(SCCOc2ccccc2)nc2ccccc12,-0.1,-1.8,-0.4,-10.0,-5.5,22.1,1.1,-6.0,1.3
CC1=CC=CC2=N/C(=N\S(=O)(=O)c3ccc(F)cc3F)c3ccccc3CN12,0.1,-0.8,-0.8,-10.0,-4.8,-9.8,-0.2,-8.2,5.6
Cc1cc2ccccn2c1C(=O)c1nc(NCc2ccccc2)ncc1Cl,-2.2,0.6,-3.6,4.3,5.3,4.2,-0.4,-3.1,8.1
Cc1cccc(Nc2nc(-c3c(C)nc4ccccn34)cs2)c1,-11.2,19.5,-20.7,9.9,31.3*,-8.1,11.8,2.5,34.8*
